SV40 large T antigen: SV40 large T antigen inhibitors, biochemical (AID 1903) | hit rate 0.39% among 310,000 | one-dose inhibition, % at 20 µM; IC50 in µM for titrated hits | SV40 large T antigen ATPase/helicase inhibition assay; higher % means a stronger effect; in the data active = a potency from the dose series; inconclusive = inhibition mostly from about 32% at the one dose, without a potency; inactive = the rest, 99 in 100 with inhibition below about 32%; note: strong numbers were not always called active
RSV CPE inhibition: inhibition of RSV-induced cytopathic effect – HEp-2 cells, primary 10 µM value included (AID 2391); HEp-2 cells, RSV-induced CPE inhibition; higher % means a stronger effect; one-dose CPE inhibition, % at 10 µM; IC50 in µM for titrated hits; hit rate 0.13% among 310,000; in the data active = a potency from the dose series; inconclusive = CPE inhibition mostly from about 23% at the one dose, without a potency; inactive = the rest, 99 in 100 with CPE inhibition below about 21%; note: strong numbers were not always called active
XIAP antagonists: XIAP antagonists, biochemical, IAP family, fluorescence polarization (AID 1018); hit rate 0.007% among 200,000; displacement, % at 20 µM; hits with a dose series show IC50 in µM; XIAP BIR domain, fluorescence polarization peptide displacement; higher % means a stronger effect; in the data active = displacement above about 50%; note: a part of the inactive calls stands beside numbers as strong as those of hits
West Nile antiviral: inhibition of WNV-induced cytopathic effect – cell-based, CPE readout (AID 1621); West Nile virus-infected cells, CPE inhibition; higher % means a stronger effect; one-dose CPE inhibition, % at 10 µM; IC50 in µM for titrated hits; hit rate 0.02% among 290,000; in the data active = a potency from the dose series; inconclusive = CPE inhibition mostly from about 3.7% at the one dose, without a potency; inactive = the rest, 99 in 100 with CPE inhibition below about 2.2%; note: strong numbers were not always called active
ER stress rescue: protection against thapsigargin-triggered cell killing – 384-well, CSM14.1, ATP luminescence, primary screen (AID 1222). one-dose cellular ATP content (survival), % at 20 µM; EC50 in µM for titrated hits. 190,000 tested, under 10 active. CSM14.1 thapsigargin-induced death rescue, ATP luminescence; higher % means a stronger effect;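 active = EC50 below 50 µM in the dose-response confirmation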;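 note: death triggered by thapsigargin at about 15 µM added after 2 h compound pretreatment; cell ATP read after overnight thapsigargin exposure of roughly 18 to 22 hours; normalized against plate controls of thapsigargin alone and 5% DMSO vehicle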
K1F lysis inhibition: inhibition of K1F phage lysis, E. coli UTI89, bacterial capsule biogenesis inhibitors, alamar blue (AID 488966) | inhibition, % at 100 µM; hits with a dose series show IC50 in µM | hit rate 0.02% among 340,000 | E. coli UTI89 K1F phage lysis, alamar blue, 2 h; higher % means a stronger effect;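 active = phage lysis inhibition, versus mean bacterial control, above a set limit; inconclusive = no clear call, values can overlap the other calls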;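 note: capsule biogenesis inhibitors block K1F phage lysis so surviving cells raise fluorescence; higher fluorescence means more inhibition of phage lysis; actives were called in the ten point dose series up to 300 µM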
Yfh1-off respiration: enhancers of respiration in Yfh1-depleted yeast, dose response, Friedreich's ataxia, plus single-dose screen (AID 1465); S. cerevisiae Yfh1-off respiration, WST-1 reduction, 72 h; higher fold induction means a stronger effect; fold induction at 50 µM; hits with a dose series show EC50 in µM; hit rate 0.074% among 220,000;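 active = fold induction of absorbance versus untreated yeast above a set limit, then at least 30% activation at any dose in follow-up; inconclusive = repeats straddling the limit, or above it without dose testing; inactive = fold induction below the set limit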;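 note: activators that raise dye reduction in frataxin-depleted yeast; strong numbers were not always called active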
WT yeast gro inh: growth inhibition of WT yeast, mitochondrial fusion screen. mitochondrial fusion phenotypic screen, WT strain. inhibition, % at 10 µM. hit rate 2.1% among 190,000; in the data active = inhibition above about 58%; tested in S. cerevisiae
NS5 inhibitors: flavivirus cap methylation enzyme inhibition – biochemical, confirmation dose response, primary screen (AID 588689); hit rate 0.3% among 340,000; inhibition, % at 25 µM; hits with a dose series show IC50 in µM; Dengue-2 NS5 methyltransferase capping enzyme assay, biochemical; higher % means a stronger effect; in the data active = a potency from the dose series; inconclusive = inhibition above about 29% without an active follow-up result
WT yeast gro inh mutant strain: recorded beside WT yeast gro inh, whose call it bears; inhibition, %; mitochondrial fusion phenotypic screen, mutant strain inhibition
An asterisk follows results filed as active; [ ] = another dose, or the depositor's remark. The order is random, and some 2.2% of all compounds hit somewhere here.

What do the screens show for `Cc1nc(-c2ccccc2)sc1C(=O)/C=C/N(C)C`?
SV40 large T antigen: 12%; RSV CPE inhibition: -1.5%; XIAP antagonists: -10%; West Nile antiviral: -0.1%; ER stress rescue: -1.9%; K1F lysis inhibition: 0.2%; Yfh1-off respiration: inactive; WT yeast gro inh: 0; NS5 inhibitors: -12%; WT yeast gro inh mutant strain: 20

What do the screens show for `COc1ccc(-n2ncc3c(N4CCN(c5cccc(C)c5C)CC4)ncnc32)cc1`?
RSV CPE inhibition: 0.3%; West Nile antiviral: inconclusive; K1F lysis inhibition: inactive; WT yeast gro inh: 5; NS5 inhibitors: -1%; WT yeast gro inh mutant strain: -4

How did Cc1ccc(S(=O)(=O)N(C)C)cc1NC(=O)CN1CCCC1 do in these assays?
SV40 large T antigen: 9%; RSV CPE inhibition: 1.0%; West Nile antiviral: -0.5%; K1F lysis inhibition: 0.3%; NS5 inhibitors: -7%

Results for CCc1ccc(NCc2nc(-c3ccccc3)no2)cc1 ?
SV40 large T antigen: 0%; RSV CPE inhibition: 4.9%; XIAP antagonists: -1.5%; West Nile antiviral: -0.9%; ER stress rescue: -1.0%; K1F lysis inhibition: 0.7%[50 µM]; Yfh1-off respiration: inactive; WT yeast gro inh: 28; NS5 inhibitors: 4%; WT yeast gro inh mutant strain: 3

What do the screens show for `CCN(CCCNC(=O)C1CCN(S(=O)(=O)c2c(C)[nH]c(=O)[nH]c2=O)CC1)c1cccc(C)c1`?
SV40 large T antigen: 14%; RSV CPE inhibition: 1.5%; XIAP antagonists: -2.9%; West Nile antiviral: 0.3%; ER stress rescue: 0.7%; K1F lysis inhibition: -0.6%[50 µM]; Yfh1-off respiration: inactive; WT yeast gro inh: 9; NS5 inhibitors: 5%; WT yeast gro inh mutant strain: 14

Results for CCS(=O)(=O)NCCNc1ccc([N+](=O)[O-])cc1 ?
SV40 large T antigen: 5%; RSV CPE inhibition: 1.5%; XIAP antagonists: -11%; West Nile antiviral: 0.5%; ER stress rescue: 0.3%; K1F lysis inhibition: 0.2%; Yfh1-off respiration: inactive; WT yeast gro inh: -1; NS5 inhibitors: -11%; WT yeast gro inh mutant strain: -13

What do the screens show for `N#CCN(C(=O)COC(=O)C1CC2CCCC(C1)C2=O)c1ccccc1` (stereo not drawn)?
SV40 large T antigen: 7%; RSV CPE inhibition: -0.8%; K1F lysis inhibition: 0.0%[50 µM]; NS5 inhibitors: -2%

What do the screens show for `O=C(CC(c1ccco1)S(=O)(=O)c1ccccc1)c1ccccc1` (stereo not drawn)?
SV40 large T antigen: 4%; RSV CPE inhibition: 2.6%; XIAP antagonists: -3.8%; West Nile antiviral: -0.5%; ER stress rescue: 0.4%; K1F lysis inhibition: -0.4%; Yfh1-off respiration: inactive; WT yeast gro inh: 0; NS5 inhibitors: -22%; WT yeast gro inh mutant strain: 6

What do the screens show for `Nc1nc2ccc(Cc3ccncc3)cc2s1`?
SV40 large T antigen: 6%; RSV CPE inhibition: 0.4%; West Nile antiviral: -0.1%; K1F lysis inhibition: -1.4%; NS5 inhibitors: -2%

What do the screens show for `CSc1ccccc1NC(=O)CCc1ccccc1`?
SV40 large T antigen: 14%; RSV CPE inhibition: -0.5%; XIAP antagonists: -2.0%; West Nile antiviral: 0.6%; ER stress rescue: 1.8%; K1F lysis inhibition: -0.1%; Yfh1-off respiration: inactive; WT yeast gro inh: -5; NS5 inhibitors: -6%; WT yeast gro inh mutant strain: -8

Results for Cc1cc(C)cc(C(=O)NN2CCN(C)CC2)c1 ?
SV40 large T antigen: -4%; RSV CPE inhibition: 0.4%; XIAP antagonists: 3.3%; West Nile antiviral: -0.5%; ER stress rescue: -1.0%; K1F lysis inhibition: -0.5%; Yfh1-off respiration: inactive; WT yeast gro inh: 7; NS5 inhibitors: -6%; WT yeast gro inh mutant strain: 12

Results for Cc1ccc(S(=O)(=O)N2CCN(C(=O)c3c(-c4ccccc4)noc3C)CC2)cc1 ?
SV40 large T antigen: 9%; RSV CPE inhibition: 2.7%; West Nile antiviral: -1.0%; K1F lysis inhibition: -0.1%; NS5 inhibitors: 3%

What do the screens show for `CC1(C)CC(=O)C=C(Nc2ccccn2)C1`?
SV40 large T antigen: 5%; RSV CPE inhibition: -0.5%; XIAP antagonists: -3.5%; West Nile antiviral: 0.4%; ER stress rescue: -1.1%; K1F lysis inhibition: 0.3%; Yfh1-off respiration: inactive; WT yeast gro inh: 6; NS5 inhibitors: -1%; WT yeast gro inh mutant strain: -3

Results for O=C(NNc1nc(-c2ccccc2)cs1)c1ccco1 ?
SV40 large T antigen: 19%; RSV CPE inhibition: 1.2%; XIAP antagonists: -3.1%; West Nile antiviral: -0.6%; ER stress rescue: -0.3%; K1F lysis inhibition: 8.9%; Yfh1-off respiration: inactive; WT yeast gro inh: 11; NS5 inhibitors: -6%; WT yeast gro inh mutant strain: 16

How did CN(C(=O)N1CCN(c2ccccn2)CC1)c1ccccc1 do in these assays?
SV40 large T antigen: 11%; RSV CPE inhibition: 2.0%; XIAP antagonists: -2.0%; West Nile antiviral: -0.8%; ER stress rescue: -1.1%; K1F lysis inhibition: 3.0%; Yfh1-off respiration: inactive; WT yeast gro inh: 1; NS5 inhibitors: -6%; WT yeast gro inh mutant strain: 20

Overlap with the part before: two entries; new compounds follow.
Results for O=C(NNc1nc(-c2ccccc2)cs1)c1ccco1 ?
SV40 large T antigen: 19%; RSV CPE inhibition: 1.2%; XIAP antagonists: -3.1%; West Nile antiviral: -0.6%; ER stress rescue: -0.3%; K1F lysis inhibition: 8.9%; Yfh1-off respiration: inactive; WT yeast gro inh: 11; NS5 inhibitors: -6%; WT yeast gro inh mutant strain: 16

How did CN(C(=O)N1CCN(c2ccccn2)CC1)c1ccccc1 do in these assays?
SV40 large T antigen: 11%; RSV CPE inhibition: 2.0%; XIAP antagonists: -2.0%; West Nile antiviral: -0.8%; ER stress rescue: -1.1%; K1F lysis inhibition: 3.0%; Yfh1-off respiration: inactive; WT yeast gro inh: 1; NS5 inhibitors: -6%; WT yeast gro inh mutant strain: 20

What do the screens show for `COC(=O)[C@@](C)(O)C1(C(=O)SC(C)(C)C)CC1`?
SV40 large T antigen: 3%; RSV CPE inhibition: 3.1%; West Nile antiviral: 0.0%; K1F lysis inhibition: 2.8%; Yfh1-off respiration: inactive; NS5 inhibitors: -7%

What do the screens show for `O=C(NCc1ccc(N2CCCC2=O)cc1)Nc1ccccc1`?
SV40 large T antigen: -5%; RSV CPE inhibition: -0.4%; XIAP antagonists: -2.2%; West Nile antiviral: 0.2%; K1F lysis inhibition: -0.3%; Yfh1-off respiration: inactive; WT yeast gro inh: 7; NS5 inhibitors: -12%; WT yeast gro inh mutant strain: -3

What do the screens show for `O=C(Cn1cnc2ccccc21)N1CCc2ccccc21`?
SV40 large T antigen: -1%; RSV CPE inhibition: 1.9%; XIAP antagonists: -1.1%; West Nile antiviral: -0.7%; ER stress rescue: 0.5%; K1F lysis inhibition: 0.1%; Yfh1-off respiration: inactive; WT yeast gro inh: 5; NS5 inhibitors: -9%; WT yeast gro inh mutant strain: -1

What do the screens show for `Cc1cc(NC(=O)c2ccccc2)cc(NC(=O)c2ccccc2)c1C`?
SV40 large T antigen: -3%; RSV CPE inhibition: -0.3%; West Nile antiviral: -0.5%; K1F lysis inhibition: -0.1%; NS5 inhibitors: 3%

What do the screens show for `Cc1ncoc1C(=O)N1CCCC(C(=O)c2ccc(-c3ccccc3)c(F)c2)C1` (stereo not drawn)?
SV40 large T antigen: 15%; RSV CPE inhibition: 16%; XIAP antagonists: -21%; West Nile antiviral: -1.6%; ER stress rescue: 1.9%; K1F lysis inhibition: -0.1%; Yfh1-off respiration: inactive; WT yeast gro inh: 81; NS5 inhibitors: 0%; WT yeast gro inh mutant strain: 84

What do the screens show for `CCn1ccc(C(=O)Nc2c(C)nn(Cc3c(F)c(F)c(F)c(F)c3F)c2C)n1`?
SV40 large T antigen: 23%; RSV CPE inhibition: 0.3%; XIAP antagonists: -4.4%; West Nile antiviral: -1.2%; ER stress rescue: -1.3%; K1F lysis inhibition: 5.7%; Yfh1-off respiration: inactive; WT yeast gro inh: 11; NS5 inhibitors: -6%; WT yeast gro inh mutant strain: -8

What do the screens show for `COc1ccc(N(CC(=O)NCc2ccc(F)cc2)S(=O)(=O)c2c(C)noc2C)cc1`?
SV40 large T antigen: 11%; RSV CPE inhibition: 0.1%; West Nile antiviral: -0.4%; K1F lysis inhibition: -2.6%; NS5 inhibitors: 4%

Results for CC(=O)Nc1cccc(Cl)c1C(=O)O ?
SV40 large T antigen: 26%; RSV CPE inhibition: 0.9%; XIAP antagonists: -4.6%; West Nile antiviral: 0.5%; ER stress rescue: -2.4%; K1F lysis inhibition: 0.8%; Yfh1-off respiration: inactive; WT yeast gro inh: 12; NS5 inhibitors: 1%; WT yeast gro inh mutant strain: 82

What do the screens show for `O=C(c1cc2sccc2n1Cc1ccc(F)cc1)N1CCCc2ccccc21`?
SV40 large T antigen: 7%; RSV CPE inhibition: inconclusive; XIAP antagonists: -4.2%; West Nile antiviral: 3.2%; ER stress rescue: 11%; K1F lysis inhibition: 1.0%; Yfh1-off respiration: inactive; WT yeast gro inh: 42; NS5 inhibitors: -6%; WT yeast gro inh mutant strain: 3

Results for CCOC(=O)N1CCN(Cc2nc3cc(NC(=O)CC(C)C)ccc3n2C)CC1 ?
SV40 large T antigen: -3%; RSV CPE inhibition: -0.9%; West Nile antiviral: -0.2%; K1F lysis inhibition: -0.1%; NS5 inhibitors: -3%

Results for CCN(CC)c1ccc(NC(=O)c2cc(OC)cc(OC)c2)c(C)c1 ?
SV40 large T antigen: 20%; RSV CPE inhibition: 0.4%; XIAP antagonists: -5.9%; ER stress rescue: -2.0%; K1F lysis inhibition: 2.9%; WT yeast gro inh: -1; NS5 inhibitors: 0%; WT yeast gro inh mutant strain: 6

Results for Cc1ccc(CN(C(=O)c2sc3ccccc3c2Cl)C2CCS(=O)(=O)C2)cc1 (stereo not drawn) ?
SV40 large T antigen: 13%; RSV CPE inhibition: 8.2%; XIAP antagonists: -0.2%; West Nile antiviral: -1.4%; ER stress rescue: -1.4%; K1F lysis inhibition: 4.6%; Yfh1-off respiration: inactive; WT yeast gro inh: 25; NS5 inhibitors: -4%; WT yeast gro inh mutant strain: 3

Results for COc1ccccc1C(c1nnnn1CCc1ccccc1)N1CCN(c2ccccc2)CC1 (stereo not drawn) ?
SV40 large T antigen: 2%; RSV CPE inhibition: 5.3%; XIAP antagonists: 1.1%; West Nile antiviral: -1.1%; ER stress rescue: 4.9%; K1F lysis inhibition: inactive; Yfh1-off respiration: inactive; WT yeast gro inh: 16; NS5 inhibitors: -6%; WT yeast gro inh mutant strain: -63

How did Cc1nn(-c2ccccc2)c2c1cc1c(=O)n(C)c(=O)nc-1n2-c1ccccc1F do in these assays?
SV40 large T antigen: 14%; RSV CPE inhibition: 1.8%; West Nile antiviral: 1.2%; Yfh1-off respiration: inactive

Screening data as filed in PubChem BioAssay.
